# HIV peptide binding: inhibitors of HIV fusion peptide binding, primary screen, biochemical, uHTS, fluorescence dequenching (AID 1986) | cell-free peptide binding, fluorescence dequenching, 30 min; higher % means a stronger effect | one-dose inhibition, % at 20 µM; IC50 in µM for titrated hits | hit rate 0.3% among 290,000; in the data active = inhibition mostly above about 52%, no sharp cut-off; inactive = mostly below about 76%; also: some results filed as inactive read as strong as hits
# SIAH1 antagonists: Siah-1 peptide-binding antagonists, primary screen, biochemical, fluorescence polarization, rhodamine-plectin, uHTS (AID 1817); displacement, % at 20 µM; hits with a dose series show IC50 in µM; Siah-1 / rhodamine-plectin peptide fluorescence polarization; higher % means a stronger effect; hit rate 0.02% among 290,000;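 active = displacement of at least 50% at 20 µM, with a fluorescence ratio check between 0.3 and a set limit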;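 also: plate controls were Siah plus tracer with DMSO for no effect and tracer alone without Siah for full effect; strong numbers were not always called active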
# PhoP inhibition: PhoP-dependent GFP reporter repression – Salmonella Typhimurium, primary screen (AID 1863) | one-dose inhibition, % at 50 µM; IC50 in µM for titrated hits | hit rate 0.16% among 300,000 | S. Typhimurium PhoP-regulated promoter GFP reporter, 4 h; higher % means a stronger effect;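 active = inhibition over 29.93%, a cutoff 3 SD above the screen mean, later confirmed by dose response; inconclusive = inhibition over 29.93% but no dose response follow-up; inactive = inhibition at most 29.93% or unconfirmed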;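 also: 0% = low Mg2+ inducing control and 100% = high Mg2+ repressing control; strong numbers were not always called active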
# LYP phosphatase: PTPN22 lymphoid phosphatase activity blockers – biochemical, fluorescence intensity, uHTS (AID 1779) | hit rate 0.054% among 290,000 | recombinant LYP phosphatase, fluorescence intensity; higher % means a stronger effect | one-dose inhibition, % at 11.5 µM; IC50 in µM for titrated hits; in the data active = inhibition above about 50%;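 also: plate controls were vehicle with enzyme for no effect and no enzyme for full effect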
# GPR35 antagonists: inhibition of zaprinast-stimulated GPR35 beta-arrestin translocation – imaging, U2OS, beta-arrestin-GFP, zaprinast agonist, primary screen (AID 2058) | U2OS GPR35 beta-arrestin-GFP translocation imaging, zaprinast antagonism; higher % means a stronger effect | one-dose inhibition, % at 10 µM; IC50 in µM for titrated hits | hit rate 0.052% among 290,000;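 active = inhibition of at least 50% with at least 30 cells and total cytoplasm GFP at most 10,000,000; inconclusive = under 30 cells or total GFP of 10,000,000 plus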
# NTR1 ag: agonists of NTR1, primary screen, imaging, U2OS cells, beta-arrestin-GFP, high content (AID 493036); NTR1-U2OS beta-arrestin-GFP spot imaging, agonist mode; hit rate 0.17% among 330,000; activation, % at 20 µM; P30989;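 active = activation at or above 40% of the spot to cytoplasm intensity ratio, with at least 20 cells analyzed; inconclusive = wells under 20 cells, flagged as cytotoxic or low count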;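 also: 0% = DMSO without peptide and 100% = 100 nM NTR1 peptide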
# Target sequence (P30989 whole entry, looked up): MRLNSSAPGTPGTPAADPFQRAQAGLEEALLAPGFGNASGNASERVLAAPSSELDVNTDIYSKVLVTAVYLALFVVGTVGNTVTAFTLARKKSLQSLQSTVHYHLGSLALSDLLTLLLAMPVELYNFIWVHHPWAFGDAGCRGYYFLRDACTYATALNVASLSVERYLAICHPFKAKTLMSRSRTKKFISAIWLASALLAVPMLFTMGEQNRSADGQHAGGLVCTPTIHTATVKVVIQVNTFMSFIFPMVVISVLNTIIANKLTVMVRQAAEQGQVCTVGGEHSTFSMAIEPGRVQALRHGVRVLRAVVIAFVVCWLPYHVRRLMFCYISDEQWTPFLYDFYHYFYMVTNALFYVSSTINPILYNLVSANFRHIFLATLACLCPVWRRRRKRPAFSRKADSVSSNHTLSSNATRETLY
# GPR55 LPI antagonism: GPR55 antagonists blocking LPI-driven arrestin recruitment, primary screen, imaging, U2OS, beta-arrestin-GFP, LPI agonist (AID 2013) | U2OS GPR55 beta-arrestin-GFP translocation imaging, LPI antagonism; higher % means a stronger effect | inhibition, % at 10 µM; hits with a dose series show IC50 in µM | hit rate 0.13% among 290,000;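 active = spots per cell inhibited over 60%, with over 100 cells counted and total cytoplasm intensity under 500,000; inconclusive = wells with under 100 cells, flagged as likely toxic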;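 also: U2OS cells stably carrying GPR55 and arrestin-GFP stimulated by 5 µM LPI near EC80; imaged beta-arrestin-GFP aggregate spots per cell after agonist stimulation; plate controls were LPI-stimulated DMSO wells for no effect and DMSO wells without LPI for full effect; some results filed as inactive read as strong as hits; confirmed hits need IC50 under 10 µM and bright autofluorescent wells are also inconclusive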
# Rac1 GTP hydrolysis: MgcRacGAP GTPase-activating activity inhibitors, confirmation, biochemical, ADP Hunter fluorescence. MgcRacGAP-stimulated Rac1 GTP hydrolysis, ADP Hunter fluorescence; higher % means a stronger effect; GST-tagged Rac1 F28L mutant substrate. inhibition, % at 30 µM; hits with a dose series show IC50 in µM. hit rate 0.6% among 340,000. AID 624330;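 active = first-screen hits whose inhibition reached a set limit at any dose in the follow-up dose series; inconclusive = inhibition above the set first-screen limit but never retested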;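 also: fluorescence reports GDP produced by GAP-driven GTP hydrolysis; strong numbers were not always called active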
# Myeloid diff MLP: promotes myeloid progenitor differentiation; ER-HoxA9 myeloid progenitors, lysozyme-GFP differentiation, flow cytometry; calls only at 10 µM; hit rate 1% among 360,000;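 active = normalized GFP-positive differentiation at or above the plate's own cutoff, the solvent-only control mean plus 3 SD; inconclusive = no clear call, values can overlap the other calls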;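 also: cells exposed to compound for four days before flow analysis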
# NTR1 ag cell count 20 µM: second read-out of NTR1 ag, no call of its own (marks repeat the call); cell count; measured here: cell count, cytotoxicity flag
# Myeloid diff MLP GFP+ MAC1+ %: also measured in Myeloid diff MLP; calls as there; GFP+ MAC1+ double positive, %; measured here: differentiation confirmed by MAC1 staining
# The depositor's hits bear a star; i = inactive; ? = inconclusive; · = not tested or not shown. An unsorted share of the library (roughly 2.4% active in at least one column).
structure	Rac1 GTP hydrolysis	Myeloid diff MLP	NTR1 ag cell count 20 µM	GPR35 antagonists	HIV peptide binding	SIAH1 antagonists	GPR55 LPI antagonism	PhoP inhibition	Myeloid diff MLP GFP+ MAC1+ %	NTR1 ag	LYP phosphatase
CCC(CC)NC(=O)Cc1ccccc1[N+](=O)[O-]	-11.5%	i	65	-13.7%	-1.1%	4.6%	8.5%	-8.2%	0.7	-0.7	-1.2%
CCCCC1CC(C)(C(=O)CSc2nc3ccccc3s2)OC1=O (configuration not stated)	11.8%	i	57	-2.0%	-1.8%	1.8%	-10.7%	-1.2%	0.9	3.1	0.7%
CCOC(=O)c1c(NC(=O)CCCN2CCOCC2)sc2c1CC(C)(C)OC2	8.1%	i	48	-0.9%	3.8%	-1.4%	15.0%	-0.3%	1.4	0.6	-10.7%
CCC(CC)c1nnc(NC(=O)c2cc(C(=O)OC)cc([N+](=O)[O-])c2)s1	4.4%	i	76	6.2%	1.4%	2.3%	8.7%	12.1%	0.4	3.0	-6.5%
Cc1noc(C)c1C(=O)Nc1ccc(C#N)cc1	-2.0%	i	67	-1.8%	0.5%	-1.6%	27.6%	-3.1%	0.0	0.7	-1.6%
CCC(=O)N(c1ccc(F)cc1)C1C=CS(=O)(=O)C1 (configuration not stated)	17.3%	i	45	5.1%	2.5%	0.2%	5.5%	-12.9%	2.1	0.5	3.4%
CC1C(c2ccccc2)=[N+]([O-])C2(CCCCC2)N1O (configuration not stated)	2.8%	i	49	2.9%	1.4%	-1.5%	16.8%	-1.1%	0.4	-0.8	-4.2%
CCCc1[nH]nc2c1C(c1cc(OC)ccc1F)C(C#N)=C(N)O2 (configuration not stated)	9.5%	i	71	7.9%	1.2%	1.1%	6.9%	2.0%	1.2	0.4	-3.5%
CC(=O)c1ccc(S(=O)(=O)Nc2ccc(-c3ccc4nnc(C)n4n3)cc2)cc1	5.6%	i	42	3.2%	3.7%	i	-9.4%	-3.7%	0.5	-0.2	-5.6%
CCS(=O)(=O)c1ccc2oc(SCC(=O)NC3CCCC(C)C3C)nc2c1 (configuration not stated)	12.7%	i	44	7.7%	-4.2%	-9.9%	-2.5%	7.1%	0.9	-0.3	-4.9%
CC(C)(C)c1cc(C(=O)N/N=C/c2ccccc2O)n(-c2ccccc2)n1	2.1%	?	59	23.1%	6.5%	-4.6%	14.2%	17.2%	·	2.2	9.5%
Cc1ccc(S(=O)(=O)N(C)C)cc1NC(=O)c1cc(-c2ccco2)nc2ccccc12	7.4%	i	73	-15.1%	5.6%	4.3%	6.5%	-4.2%	7.3	0.0	-6.1%
COc1ccc2c(c1)[nH]c1c(N3CCSCC3)ncnc12	19.1%	i	48	-0.9%	-2.2%	-4.6%	-7.3%	2.4%	0.3	8.8	-0.6%
O=C(NN1C(=O)c2ccccc2NC1c1cccnc1)c1ccccc1 (configuration not stated)	6.3%	i	40	-4.4%	3.2%	7.8%	-6.3%	-8.9%	0.6	0.6	-3.2%
CN1C(=O)N(C)C2(c3ccccc3)N(C)C(=O)NC12c1ccccc1 (configuration not stated)	4.1%	i	58	-9.9%	3.4%	-2.3%	-3.6%	4.0%	1.2	2.4	-0.7%
COc1cc(C(=O)OCC(=O)Nc2ccc3c(c2)OC(F)(F)O3)ccc1OCc1c(C)noc1C	3.3%	i	96	-10.3%	8.0%	-1.0%	1.8%	5.8%	1.1	-1.0	6.6%
O=C(c1cc(-c2ccncc2)nc2ccc(Cl)cc12)N1CCN(C(=O)C2CCCO2)CC1 (configuration not stated)	5.5%	i	57	5.4%	-0.7%	-1.2%	13.8%	1.7%	1.6	1.3	-3.2%
COC(=O)c1nc2n(n1)C(c1cc(OC)ccc1OC)C(C(=O)OC1CCCCC1)=C(C)N2 (configuration not stated)	6.4%	i	80	3.7%	0.2%	0.4%	11.1%	5.6%	0.6	2.1	9.9%
COc1ccc(-c2nnc(SCc3cccnc3)o2)cc1	3.4%	i	54	4.5%	-1.2%	-1.5%	-2.8%	4.9%	1.0	0.8	-3.7%
O=C(/C=C\c1ccc(-c2ccccc2)o1)c1ccccc1	-0.7%	i	50	-17.4%	26.7%	7.8%	-1.6%	-5.9%	1.9	-0.3	1.8%
Cc1ccccc1NS(=O)(=O)c1ccc(NC(=O)c2nc3ncccn3n2)cc1	2.1%	i	47	-10.7%	-2.3%	-2.1%	4.9%	2.8%	0.6	-0.1	-8.1%
Cc1c(C(=O)N2CC(C)OC(C)C2)sc2nc(-c3ccccc3)cn12 (configuration not stated)	·	·	77	16.0%	8.9%	2.5%	-12.0%	-1.3%	·	-0.8	-5.9%
COc1ccc(S(=O)(=O)N2CC(C(=O)O)Oc3ccc(CC(=O)O)cc32)cc1 (configuration not stated)	8.6%	i	79	-7.6%	-1.4%	-1.4%	24.8%	-10.0%	0.3	-1.7	-12.0%
Cc1nc2c(ncn2-c2ccccc2)c(=O)n1NC(=O)CN1CCCC1	2.0%	i	59	1.6%	-0.7%	1.9%	-3.4%	-7.6%	0.3	2.0	-5.4%
CN1C=C(C(F)(F)F)C=C/C1=C(\C#N)c1nnc2n1CCCCC2	11.2%	i	43	25.9%	-0.5%	3.6%	-7.9%	2.0%	1.1	-0.4	-8.7%
Cc1nn(-c2ccccc2)c(N2CCCC2)c1/C=N/NC(=O)c1cc2ccccc2cc1O	9.1%	i	39	21.1%	17.4%	8.8%	-14.8%	10.4%	0.5	33.0	1.6%
CCC1CCCCN1CCCNC(=O)CCNC(=O)Cn1cnc2ccccc2c1=O (configuration not stated)	4.7%	i	44	-16.9%	0.4%	16.1%	14.8%	-2.7%	1.1	-0.5	-8.2%
COc1ccc(-c2c(C)c3ccc(OCC(C)=O)cc3oc2=O)cc1	·	·	60	0.7%	2.4%	-4.3%	11.3%	-5.7%	·	1.0	-6.0%
CCOC(=O)NC(=O)CSc1nnc(SCCC(=O)O)s1	3.8%	i	59	-4.0%	0.4%	4.5%	0.6%	-3.9%	0.9	0.8	-2.0%
Cc1ccsc1C(=O)NN=C1CCCCCC1	1.1%	i	56	-1.3%	-0.6%	0.5%	-3.7%	5.0%	1.1	2.5	-9.8%
Cc1ccc(/C=N/Nc2nnc(Cl)c3ccccc23)cc1	3.1%	i	74	25.6%	-3.0%	7.2%	9.1%	17.0%	0.1	0.6	-1.1%
COc1cc(/C=N/Nc2ccccc2[N+](=O)[O-])cc(OC)c1O	11.8%	i	61	13.0%	-5.9%	-2.1%	8.9%	1.4%	0.9	1.1	-3.7%
C/C(=C\c1ccco1)C1C(C#N)=C(N)Oc2n[nH]c(-c3ccc(C)cc3)c21 (configuration not stated)	6.5%	i	51	4.0%	0.2%	-0.6%	16.7%	0.6%	2.6	0.0	1.2%
Cc1cccc(OCC(=O)Nc2ccccc2-c2ccccc2)c1	9.8%	i	·	1.4%	-1.4%	1.1%	-0.6%	-7.9%	1.5	·	-1.7%
CCOC(=O)C1(CCCc2ccccc2)CCN(C(=O)c2ccoc2)CC1	-1.2%	i	57	1.7%	-1.7%	0.1%	-0.4%	-3.4%	0.6	2.6	-3.9%
CCCCN1C(=O)C(=O)N(CC(=O)Nc2ccccc2C(=O)OCC)C1=O	8.9%	i	60	-9.1%	0.5%	-1.1%	-4.6%	5.8%	1.0	2.8	-4.8%
CCC(C)NS(=O)(=O)c1ccc(NC(=O)C2CCN(C(=O)c3ccco3)CC2)cc1 (configuration not stated)	1.6%	i	49	3.8%	1.7%	0.0%	10.8%	-8.2%	0.6	-0.7	0.1%
Cc1cc(=O)oc2cc(OCC(=O)N3CCN(c4ccccc4)CC3)c(Cl)cc12	6.3%	i	46	-2.0%	-0.5%	-2.9%	6.4%	-3.2%	0.6	0.8	-2.5%
CC(=O)N(C)C1=C(N2CCOCC2)C(=O)c2ccccc2C1=O	5.0%	·	77	11.7%	-1.6%	2.1%	9.5%	15.9%	·	-1.4	-5.0%
CCNC(=O)NC(=O)C(C)OC(=O)C(C)(C)Oc1ccc(Cl)cc1 (configuration not stated)	7.1%	i	84	-0.2%	-0.4%	-1.9%	6.4%	-8.1%	0.1	2.1	-6.9%
O=C(CSc1nc2ccccc2c(=O)n1Cc1ccco1)NCCN1C(=O)CSC1=O	14.0%	i	63	8.5%	-0.4%	-0.4%	-9.6%	-7.3%	0.2	0.4	-5.0%
Cc1cc2cc(CN(Cc3ccc4c(c3)OCO4)Cc3nnnn3C3CCCC3)c(=O)[nH]c2cc1C	7.5%	i	64	-1.1%	-0.6%	0.6%	-7.3%	-12.1%	0.9	11.4	8.1%
CCOc1ccc(CNc2ccc(N3CCN(Cc4ccccc4)CC3)cc2)cc1	30.8%	i	50	3.1%	-0.2%	9.9%	9.0%	0.6%	1.1	0.9	-6.4%
O=C(NC1CCCCC1)C1CC(=O)N(c2cccc([N+](=O)[O-])c2)C1 (configuration not stated)	7.0%	i	56	13.0%	1.6%	1.8%	9.4%	1.1%	0.8	-0.6	0.2%
N#C/C(=C\c1cccnc1)C(=O)Nc1cccc(Cl)c1	12.5%	i	57	-8.5%	0.0%	-3.4%	1.9%	-1.5%	0.3	-1.3	0.7%
Cc1ccccc1-c1nc(C(=O)NCC2CCCO2)cc2c1[nH]c1ccccc12 (configuration not stated)	1.5%	i	90	-2.9%	1.0%	-1.9%	18.9%	3.7%	2.4	3.5	6.8%
Cc1noc(C)c1CSCC(=O)N(C)CC(=O)Nc1cccc(F)c1	7.9%	i	60	-2.9%	0.9%	-0.6%	1.6%	-0.5%	2.3	-0.2	-11.4%
Cc1ccc2nc(NC(=O)C3=NN(c4ccccc4)C(=O)CC3)sc2c1	11.0%	i	88	-2.7%	6.6%	-0.8%	19.1%	-1.1%	0.7	-0.7	6.0%
CCOc1ccc(CCNC(=O)COC(=O)Cn2nc(C)c([N+](=O)[O-])c2C)cc1OCC	1.2%	i	63	·	·	·	·	-1.6%	0.5	1.3	·
